# Assay outcomes deposited in PubChem by National Center for Advancing Translational Sciences (NCATS).
# TSG101-PTAP inh: blocks PTAP/TSG101 interaction to inhibit HIV-1 budding; Fluorescence polarization, FITC-PTAP peptide / Tsg101 binding; Q99816; 340,000 tested, under 10 active; AID 493005; Potency, µM (doses to about 115 µM), inactives show at the top dose activity change, negative = inhibition, most hits filed as inhibitors; active means well fitted inhibition curve with a large enough effect in the main read-out, with a control signal flat, not every such curve was filed as active; inconclusive means small, poorly fitted or top-dose-only effect, or effect the other way, or a change in a side signal; inactive means no such curve, though single readings can be large or run the other way; further: potency means the concentration at half of the fitted maximal effect; % of control where 0% means no effect
# Target sequence (Q99816 whole entry, looked up): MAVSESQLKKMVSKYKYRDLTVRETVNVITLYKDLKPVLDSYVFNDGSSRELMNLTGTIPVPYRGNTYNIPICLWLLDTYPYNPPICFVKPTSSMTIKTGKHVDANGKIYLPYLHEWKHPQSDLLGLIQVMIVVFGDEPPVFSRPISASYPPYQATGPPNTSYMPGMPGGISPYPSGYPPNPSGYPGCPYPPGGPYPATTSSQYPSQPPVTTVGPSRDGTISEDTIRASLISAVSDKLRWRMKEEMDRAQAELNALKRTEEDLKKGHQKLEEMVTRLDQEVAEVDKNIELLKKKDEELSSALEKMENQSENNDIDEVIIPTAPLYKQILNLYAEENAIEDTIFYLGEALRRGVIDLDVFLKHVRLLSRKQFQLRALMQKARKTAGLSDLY
#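 Fluorescence polarization binding of Tsg101 binding domain (10 uM final) to FITC-labeled PTAP peptide (50 nM final) in HEPES pH 7.5 buffer with NaCl, Tween 20, EDTA, TCEP. Compounds added before peptide; binding 20 min at RT.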
# B2AR arrestin: agonists driving beta-arrestin recruitment to human beta2-adrenergic receptor. 0.02% of 330,000 active. Potency, µM (doses to about 46.1 µM), without a hit: at the top dose activation, hits mostly activators. AID 492947. P07550. beta-arrestin recruitment to beta2AR, cell-based reporter;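 further: potency means the concentration at half of the fitted maximal effect; 0% = DMSO controls and full agonism = EC100 isoproterenol or metaproterenol; nearly all actives have a fitted effect of over 65% in size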
# USP2a block: USP2a (human) protease inhibition; USP2 core, Ub-CHOP2 coupled fluorogenic reporter, 485/531; Potency, µM (highest dose often 38.3 µM), for inactives: at the top dose activity change, negative = inhibition, actives largely listed as inhibitors; 0.01% of 330,000 active; AID 463254; O75604;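 further: potency means the concentration at half of the fitted maximal effect; plate controls were DMSO wells for no effect and full inhibition by NEM control for full effect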
# Target sequence (O75604 whole entry, looked up): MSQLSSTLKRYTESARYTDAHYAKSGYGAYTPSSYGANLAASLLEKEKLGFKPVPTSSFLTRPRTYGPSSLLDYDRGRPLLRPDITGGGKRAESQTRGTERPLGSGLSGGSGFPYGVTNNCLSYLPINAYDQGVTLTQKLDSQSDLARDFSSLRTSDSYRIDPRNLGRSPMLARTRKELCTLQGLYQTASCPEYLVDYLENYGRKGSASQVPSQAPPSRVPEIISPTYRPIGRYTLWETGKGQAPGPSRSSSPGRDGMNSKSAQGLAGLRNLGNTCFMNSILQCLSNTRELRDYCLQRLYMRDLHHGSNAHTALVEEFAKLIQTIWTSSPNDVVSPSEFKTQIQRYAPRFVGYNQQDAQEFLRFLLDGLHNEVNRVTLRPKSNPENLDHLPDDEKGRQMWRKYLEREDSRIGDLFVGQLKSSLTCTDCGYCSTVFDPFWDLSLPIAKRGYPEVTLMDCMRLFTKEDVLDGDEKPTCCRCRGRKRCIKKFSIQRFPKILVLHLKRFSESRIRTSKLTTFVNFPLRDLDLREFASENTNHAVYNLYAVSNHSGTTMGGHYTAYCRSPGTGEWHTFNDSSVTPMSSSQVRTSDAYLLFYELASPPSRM
#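 USP2 core (10nM final) preincubated 30min RT with compound in 20mM Tris-HCl pH 8.0, 2mM CaCl2, 2mM beta-mercaptoethanol, 0.05% CHAPS; 25nM Ub-CHOP2 plus 25nM reporter substrate added, fluorescence (Ex485/Em531) read after 60min.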
# Eya2 inh: blocks the phosphatase activity of human Eya2 | Potency, µM (top dose mostly 76.9 µM), without a hit: top-dose activity, negative = inhibition, hits mostly inhibitors | O00167 | recombinant Eya2, OMFP fluorescence dephosphorylation (OMFP is methylfluorescein phosphate) | 0.006% of 330,000 active; further: potency means the concentration at half of the fitted maximal effect; on the % scale 0 is the no-effect control and ±100 the full control effect
#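 Eya2 protein (added as 0.2 uM solution) was preincubated with compound for 10 min at ambient temperature in 50 mM HEPES pH 7.5, 50 mM NaCl, 5 uM MgCl2, 0.05% BSA, 1 mM DTT. OMFP (added at 50 uM) then reacted 10 min; fluorescence read at 485/525 nm.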
# S-ASM inh: human S-ASM enzyme inhibition | placental ASM, HMU-PC fluorogenic substrate, 60 min | 0.006% of 340,000 active | P17405 | Potency, µM (doses to about 57.5 µM), for inactives: top-dose activity change, negative = inhibition, hits mostly inhibitors | AID 504937; further: potency means the concentration at half of the fitted maximal effect
#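 Fluorescence read-out (Ex 386 nm, Em 447 nm) after stopping the reaction at pH 10. Enzyme: ASM from human placenta; substrate HMU-PC0, 9 uM final; 60 min, 37 °C. Compound preincubation 10 min, ambient temperature.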
# TRPV1 ag: human TRPV1 agonism; 0.19% of 320,000 active; AID 540275; Q8NER1; TRPV1-expressing cells, Fluo-8 calcium influx, agonist mode; activation, % at 8.33 µM; in the data active means activation above about 80%; inconclusive means between about 30% and that limit; further: 0% is about no effect
#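 Cells expressing TRPV1 were dye-loaded with Fluo-8 and read kinetically: 10 s baseline, 3 min after compound (agonist portion), then 2 min after EC20 capsaicin (allosteric enhancer portion). Calcium-bound dye fluorescence at 480/520 nm.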
# p53 reactivation: re-activators of mutant p53. H1299 p53-A138V BP100-luciferase reporter, luminescence, 24 h. Potency, µM (series often up to 92.2 µM), without a hit: at the highest dose activity change, positive = activation, usual class: activators. 0.063% of 320,000 active; further: potency means the concentration at half of the fitted maximal effect; % of control where 0% means no effect; nearly all actives have a fitted effect of over 45% in size
#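 p53-null H1299 cells stably carrying temperature-sensitive p53-A138V and a BP100-luciferase reporter were pinned with compounds (4-point, 1:5 series) and held 24 hrs at 37 deg C. Luminescence was read 10 min after detection reagent.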
# a7 integrin act: activates integrin-mediated alleviation for muscular dystrophy; alpha7betagal myoblasts, beta-gal FDG fluorescence, 48 h; Potency, µM (highest dose often 38.3 µM), without a hit: top-dose activation, usual class: activators; 0.064% of 350,000 active;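 further: potency means the concentration at half of the fitted maximal effect; 100% = response of the positive control SU9516; nearly all actives have a fitted effect of over 60% in size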
#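 Alpha7betagal+/- myoblasts (passage 13) were plated 16-24 hr, then exposed to compounds (1:260 dilution of DMSO stock) for 48 hours at 37C. After MPER lysis, β-galactosidase reporter activity was read as FDG fluorescence (ex 480/em 540) after 30 minutes.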
# BRCA1 expr act: activators of BRCA1 expression; AID 624202; Potency, µM (highest dose often 46.1 µM), for inactives: at the highest dose activation, hits mostly activators; MCF7-BRCA1-FFLuc reporter, luminescence, 48 h; response scale: scaled: vehicle 0%, 10 µM genistein 100%; 1.1% of 380,000 active; further: potency means the concentration at half of the fitted maximal effect; nearly all actives have a fitted effect of over 80% in size; some results filed as inactive show a strong effect at the top dose
#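 Quantitative HTS in MCF7 cells stably reporting BRCA1 expression via firefly luciferase. Compound treatment lasts 48 h at 37 °C in phenol-red free MEM. Activation is expressed relative to genistein at 10 microM and DMSO.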
# ELG1 genotoxic: inducers of genotoxicity in HEK293T ELG1-luciferase cells; HEK293T ELG1-luciferase reporter, luminescence, 16 h; 1.3% of 330,000 active; Potency, µM (highest dose often 46 µM), without a hit: at the top dose activity change, positive = activation, hits mostly activators; further: potency means the concentration at half of the fitted maximal effect; % of control where 0% means no effect; nearly all actives have a fitted effect of over 60% in size
#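 After overnight (16 hr) compound treatment at 37 °C, ELG1-luciferase HEK293T cells were lysed with ONE-Glo; luminescence quantified 30 min later at room temperature.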
# uPA surface inh: blocks generation of uPA at the cell surface; cell surface uPA generation assay, qHTS; Potency, µM (top dose mostly 38.3 µM), for the others: at the highest dose activity change, negative = inhibition, actives largely listed as inhibitors; 0.31% of 330,000 active; AID 540303; active means well fitted inhibition curve with a large enough effect; inconclusive means small, poorly fitted or top-dose-only effect; inactive means no such curve, though single readings can be large or run the other way; tested in mouse RAW 264.7 cells; further: potency means the concentration at half of the fitted maximal effect; on the % scale 0 is the no-effect control and ±100 the full control effect; nearly all actives have a fitted effect of over 55% in size
# * = called active by the depositor; ? = inconclusive; / = not tested or not shown; & = joins results of further samples; [ ] = dose if it differs, or a comment. Unless noted, the call rests on the fitted dose curve; in most records, active means well fitted curve in the direction sought with a large enough effect; inconclusive means small, poorly fitted or top-dose-only effect, or another doubt; inactive means no such curve, though single readings can be large; an effect the other way counts as inactive or inconclusive.
SMILES,TSG101-PTAP inh,B2AR arrestin,USP2a block,Eya2 inh,S-ASM inh,TRPV1 ag,p53 reactivation,a7 integrin act,BRCA1 expr act,ELG1 genotoxic,uPA surface inh
COc1ccccc1CNC(=O)N[C@@H](Cc1ccccc1)C(=O)O,-3%,0.2%,0%,11%,0%,0,7%,24%,-16%,-2%,-10%
Cc1cnc(=O)[nH]c1SCc1ccc([N+](=O)[O-])cc1,0%,-0.3%,0%,6%,-1%,-2,-1%,-5%,-3%,-2%,10%
CCOC(=O)c1c(C)nc(C)c2c(=O)oc3ccccc3c12,2%,-0.3%,-1%,0%,-4%,28,10%,-11%,0%,-11%,-3%
COc1cc(OC)c2ccc(=O)oc2c1C(CCN1CCCC(C)C1)c1ccc(N(C)C)cc1 (configuration not stated),-6%,-0.2%,1%,-11%,7%,-2,-7%,8%,-6%,0%,-12%
C/C(=N\NC(=O)c1cccc(F)c1)c1ccc(Br)s1,-1%,0.2%,-3%,0%,1%,?,6%,-27%,-66%,0%,/
Cc1cccc(NCCC#N)c1,-3%,-0.4%,-1%,2%,1%,-5,-3%,-13%,-19%,1%,-1%
COc1cc(/C=C(\NC(=O)c2ccccc2)C(=O)N2CC3CC(C2)c2cccc(=O)n2C3)cc(OC)c1OC (configuration not stated),-2%,-0.9%,0%,-2%,1%,0,1%,3%,0%,0%,10%
Cc1nn(C(=O)c2ccco2)c(C)c1Sc1ccc(Br)cc1,2%,-0.6%,-1%,-19%,7%,-1,-4%,-3%,0%,1%,2%
O=C(Cn1nc(C(=O)O)c2ccccc2c1=O)NCc1ccco1,-3%,0.0%,1%,-20%,2%,-2,3%,10%,18%,-1%,0%
CCN(CC)S(=O)(=O)c1ccc(C)c(N=C=S)c1,-2%,-0.1%,0%,-3%,-3%,7,-2%,4%,-16%,-2%,-1%
O=C1/C(=C/c2ccccc2)Nc2ccccc21,2%,-0.8%,3%,?,-20%,?,3%,-3%[7.66 µM],-1%,-1%,/
Cc1cccc2cc(/C=N/NC(=O)[C@H]3C[C@@H]3c3ccccc3)c(Cl)nc12,-2%,-0.1%,-2%,-1%,52%,0,2%,13%,-17%,0%,3%
COc1ccc(C2=NS(=O)(=O)N(C)C(C(=O)N3C(C)CCCC3C)=C2)cc1 (configuration not stated),-5%,-0.1%,-3%,-12%,91%[activator],2,6%,-3%,-1%,-3%,?
COc1ccccc1C(=O)NC(CCSC)C(=O)NC1CC1 (configuration not stated),-3%,-0.2%,1%,-13%,5%,/,3%,6%,3%,2%,-2%
COC(=O)c1ccsc1NC(=O)CSc1nnnn1-c1ccccc1SC,1%,0.0%,3%,8%,2%,-9,-21%,-27%,-29%,-24%,/
CCOC(=O)C1CCN(Cc2cnc(Oc3ccc(OC)cc3)s2)CC1,0%,0.2%,3%,1%,-2%,-1,-2%,0%,11%,-5%,6%
CCNc1nc(NC(C)(C)C)nc(N(CC)n2cnnc2)n1,-5%,-0.1%,1%,-8%,3%,/,-3%,2%,-1%,-2%,-9%
CC(=O)c1cccc(NC(=O)Oc2ccccc2)c1,-9%,-0.1%,2%,-2%,7%,1,2%,8%,5%,1%,-4%
COc1cc(/C=N/Nc2ccc(Cl)cc2)ccc1OC(=O)c1cccs1,-11%,-1.4%,1%,-9%,3%,10,16%,1%,-29%,18%,1%
O=C(CSc1nnc(Cc2cc(=O)[nH]c(=O)[nH]2)n1-c1ccc(Cl)cc1)N1CCc2ccccc21,/,-0.3%,1%,28%,/,1,0%,/,/,0%,/
Cc1nc(C)c(-c2csc(Nc3ccccn3)n2)s1,1%,-0.4%,2%,-23%,-1%,0,20%,-11%,6%,?,-5%
CSc1ccc(CN(C)C(=O)C23CC4CC(CC(Cl)(C4)C2)C3)cc1,-1%,-1.1%,0%,-5%,-4%,10,-7%,19%,-27%,-17%,-14%
COc1ccc(OC)c(NS(=O)(=O)c2ccc(Cl)s2)c1,-5%,0.5%,1%,4%,0%,0,5%,-18%,-38%,0%,/
Cc1ccc(S(=O)(=O)NCc2cc(=O)n(C)c(=O)n2C)cc1C,1%,-0.1%,2%,5%,4%,1,16%,1%,-3%,3%,-2%
Cc1ccc2ncccc2c1N,-3%,-0.2%,4%,-11%,6%,3,1%,13%,2%,-3%,4%
O=S1(=O)CC=C(CSc2nc3ccccc3[nH]2)C1,-5%,-2.8%,0%,-1%,2%,0,-2%,1%,2%,1%,4%
COC(=O)c1ccc(N2CN=C(c3ccc(C)cc3)NC2=S)cc1,2%,2.2%,-1%,-19%,-8%,10,9%,9%,72%,0%,-4%
COC(=O)N1c2ccccc2C=Cc2ccccc21,-5%,-0.2%,1%,-1%,4%,-2,/,-4%,-69%,-9%,-3%
COc1cccc(CN2CCNC(=O)C2CC(=O)N(C)Cc2cnccn2)c1OC (configuration not stated),-1%,0.4%,6%,-3%,2%,-4,0%,?,8%,0%,0%
O=C(NCC1CCCO1)c1ccc2c(=O)n(CC3CCCO3)c(SCC(=O)N3CCCC3)nc2c1 (configuration not stated),-1%,-0.2%,-2%,3%,5%,-5,1%,0%,-40%,-5%,3%
OC[C@H]1O[C@@H](n2cnc3c(Nc4ccccc4)ncnc32)[C@H](O)[C@@H]1O,3%,-1.0%,-1%,1%&2%,-2%,0,?,/,13%,?,0%

# Among those listed so far, 7 have an aryl thioether with sulfur outside any ring.
SMILES,TSG101-PTAP inh,B2AR arrestin,USP2a block,Eya2 inh,S-ASM inh,TRPV1 ag,p53 reactivation,a7 integrin act,BRCA1 expr act,ELG1 genotoxic,uPA surface inh
Cc1cnc(=O)[nH]c1SCc1ccc([N+](=O)[O-])cc1,0%,-0.3%,0%,6%,-1%,-2,-1%,-5%,-3%,-2%,10%
Cc1nn(C(=O)c2ccco2)c(C)c1Sc1ccc(Br)cc1,2%,-0.6%,-1%,-19%,7%,-1,-4%,-3%,0%,1%,2%
COC(=O)c1ccsc1NC(=O)CSc1nnnn1-c1ccccc1SC,1%,0.0%,3%,8%,2%,-9,-21%,-27%,-29%,-24%,/
O=C(CSc1nnc(Cc2cc(=O)[nH]c(=O)[nH]2)n1-c1ccc(Cl)cc1)N1CCc2ccccc21,/,-0.3%,1%,28%,/,1,0%,/,/,0%,/
CSc1ccc(CN(C)C(=O)C23CC4CC(CC(Cl)(C4)C2)C3)cc1,-1%,-1.1%,0%,-5%,-4%,10,-7%,19%,-27%,-17%,-14%
O=S1(=O)CC=C(CSc2nc3ccccc3[nH]2)C1,-5%,-2.8%,0%,-1%,2%,0,-2%,1%,2%,1%,4%
O=C(NCC1CCCO1)c1ccc2c(=O)n(CC3CCCO3)c(SCC(=O)N3CCCC3)nc2c1 (configuration not stated),-1%,-0.2%,-2%,3%,5%,-5,1%,0%,-40%,-5%,3%

# Full records, quoted from the list. Order of screens: TSG101-PTAP inh | B2AR arrestin | USP2a block | Eya2 inh | S-ASM inh | TRPV1 ag | p53 reactivation | a7 integrin act | BRCA1 expr act | ELG1 genotoxic | uPA surface inh
# Results for Cc1ccc(S(=O)(=O)NCc2cc(=O)n(C)c(=O)n2C)cc1C : 1% | -0.1% | 2% | 5% | 4% | 1 | 16% | 1% | -3% | 3% | -2%
# Results for CSc1ccc(CN(C)C(=O)C23CC4CC(CC(Cl)(C4)C2)C3)cc1 : -1% | -1.1% | 0% | -5% | -4% | 10 | -7% | 19% | -27% | -17% | -14%
